Compound activity (PubChem)
Integrin act MD – activates integrin-mediated alleviation for muscular dystrophy. alpha7betagal myoblasts, beta-gal FDG fluorescence, 48 h. Potency, µM (top dose mostly 38.3 µM), for inactives: at the highest dose activation, hits mostly activators. 0.064% of 350,000 active. AID 624291;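 further: potency means the concentration at half of the fitted maximal effect; 100% = response of the positive control SU9516; nearly all actives have a fitted effect of over 60% in size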
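alpha7betagal+/- myoblasts (passage 13, 250/well) treated 48 h at 37C with compounds at 1:260 dilution of DMSO stock. Lysed, then beta-galactosidase activity read as FDG fluorescence (ex 480/em 540) after 30 min, with pre-read for autofluorescence.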
TRPV1 agonist – agonists of human vanilloid receptor 1 (TRPV1). AID 540275. TRPV1-expressing cells, Fluo-8 calcium influx, agonist mode. activation, % at 8.33 µM. 0.19% of 320,000 active; in the data active means activation above about 80%; inconclusive means between about 30% and that limit; further: 0% is about no effect
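TRPV1-expressing cells were cultured overnight at 35.5C and loaded with Fluo-8 calcium dye for 40 to 90 min at room temperature. After a 10 s baseline, compound was added and calcium influx was read kinetically for 3 min (ex 480/em 520 nm).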
uPA generation – inhibitors of cell surface uPA generation | cell surface uPA generation assay, qHTS | 0.31% of 330,000 active | Potency, µM (top dose mostly 38.3 µM), without a hit: top-dose activity change, negative = inhibition, usual class: inhibitors; active means well fitted inhibition curve with a large enough effect; inconclusive means small, poorly fitted or top-dose-only effect; inactive means no such curve, though single readings can be large or run the other way; tested in mouse RAW 264.7 cells; further: potency means the concentration at half of the fitted maximal effect; on the % scale 0 is the no-effect control and ±100 the full control effect; nearly all actives have a fitted effect of over 55% in size
p53 reactivation – re-activators of mutant p53; H1299 p53-A138V BP100-luciferase reporter, luminescence, 24 h; Potency, µM (titrated, usually from 92.2 µM), for the others: at the highest dose activity change, positive = activation, hits mostly activators; 0.063% of 320,000 active; AID 504706; further: potency means the concentration at half of the fitted maximal effect; % of control where 0% means no effect; nearly all actives have a fitted effect of over 45% in size
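p53-null H1299 cells stably carrying temperature-sensitive p53-A138V and a BP100-luciferase reporter were pinned with compounds (4-point, 1:5 series) and held 24 hrs at 37 deg C. Luminescence was read 10 min after detection reagent.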
Eya2 inh – inhibitors of human Eya2 phosphatase activity; O00167; recombinant Eya2, OMFP fluorescence dephosphorylation (OMFP is methylfluorescein phosphate); Potency, µM (series often up to 76.9 µM), for inactives: top-dose activity, negative = inhibition, actives largely listed as inhibitors; 0.006% of 330,000 active; AID 488837; further: potency means the concentration at half of the fitted maximal effect; on the % scale 0 is the no-effect control and ±100 the full control effect
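Eya2 (0.2 uM) preincubated 10 min at ambient with compound, then OMFP substrate added at 50 uM; 10 min reaction in 50 mM HEPES pH 7.5, 50 mM NaCl, 5 uM MgCl2, 0.05% BSA, 1 mM DTT. Fluorescence read at Ex 485/Em 525 nm.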
TSG101-PTAP inh – blocks PTAP/TSG101 interaction to inhibit HIV-1 budding; Potency, µM (series often up to 115 µM), for the others: at the highest dose activity change, negative = inhibition, usual class: inhibitors; 340,000 tested, under 10 active; Fluorescence polarization, FITC-PTAP peptide / Tsg101 binding; Q99816; active means well fitted inhibition curve with a large enough effect in the main read-out, with a control signal flat, not every such curve was filed as active; inconclusive means small, poorly fitted or top-dose-only effect, or effect the other way, or a change in a side signal; inactive means no such curve, though single readings can be large or run the other way; further: potency means the concentration at half of the fitted maximal effect; % of control where 0% means no effect
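Compounds were pin-transferred onto Tsg101 binding domain (10 uM final) in HEPES pH 7.5 buffer, then FITC-PTAP peptide was added at 50 nM final. After 20 min at RT, polarization reported peptide displacement across a qHTS concentration series.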
ELG1 genotox – induces genotoxicity in HEK293T cells with luciferase-tagged ELG1; HEK293T ELG1-luciferase reporter, luminescence, 16 h; Potency, µM (titrated, usually from 46 µM), inactives show at the highest dose activity change, positive = activation, usual class: activators; 1.3% of 330,000 active; AID 504466; further: potency means the concentration at half of the fitted maximal effect; % of control where 0% means no effect; nearly all actives have a fitted effect of over 60% in size
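ELG1-luciferase HEK293T cells, 2,000/well; compound pinned in; 16 hr, 37 °C, 5% CO2; ONE-Glo, 30 min RT; luminescence on CCD imager.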
USP2a block – blocks human ubiquitin-specific protease USP2a; USP2 core, Ub-CHOP2 coupled fluorogenic reporter, 485/531; O75604; AID 463254; 0.01% of 330,000 active; Potency, µM (doses to about 38.3 µM), for inactives: at the highest dose activity change, negative = inhibition, hits mostly inhibitors;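 further: potency means the concentration at half of the fitted maximal effect; plate controls were DMSO wells for no effect and full inhibition by NEM control for full effect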
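Cell-free coupled assay: 10nM USP2 core preincubated 30min RT with compound in Tris-HCl pH 8.0/CaCl2/CHAPS buffer, then 25nM Ub-CHOP2 and 25nM reporter substrate; fluorescence (Ex 485/Em 531) read after 60min RT, normalized to NEM inhibition, concentration-response curves fitted.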
BRCA1 expr up – increases BRCA1 expression; MCF7-BRCA1-FFLuc reporter, luminescence, 48 h; response scale: scaled: vehicle 0%, 10 µM genistein 100%; Potency, µM (series often up to 46.1 µM), inactives show at the top dose activation, actives largely listed as activators; 1.1% of 380,000 active; AID 624202; further: potency means the concentration at half of the fitted maximal effect; nearly all actives have a fitted effect of over 80% in size; some results filed as inactive show a strong effect at the top dose
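Compounds are tested at multiple concentrations on MCF7 BRCA1-luciferase reporter cells seeded at 2000 per well; after 48 h, a single luminescence end-point is taken and curves fitted to the normalized data.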
S-ASM inh – human S-ASM enzyme inhibition. P17405. placental ASM, HMU-PC fluorogenic substrate, 60 min. Potency, µM (titrated, usually from 57.5 µM), without a hit: at the top dose activity change, negative = inhibition, most hits filed as inhibitors. 0.006% of 340,000 active; further: potency means the concentration at half of the fitted maximal effect
Target sequence (P17405 47-631 limits assumed): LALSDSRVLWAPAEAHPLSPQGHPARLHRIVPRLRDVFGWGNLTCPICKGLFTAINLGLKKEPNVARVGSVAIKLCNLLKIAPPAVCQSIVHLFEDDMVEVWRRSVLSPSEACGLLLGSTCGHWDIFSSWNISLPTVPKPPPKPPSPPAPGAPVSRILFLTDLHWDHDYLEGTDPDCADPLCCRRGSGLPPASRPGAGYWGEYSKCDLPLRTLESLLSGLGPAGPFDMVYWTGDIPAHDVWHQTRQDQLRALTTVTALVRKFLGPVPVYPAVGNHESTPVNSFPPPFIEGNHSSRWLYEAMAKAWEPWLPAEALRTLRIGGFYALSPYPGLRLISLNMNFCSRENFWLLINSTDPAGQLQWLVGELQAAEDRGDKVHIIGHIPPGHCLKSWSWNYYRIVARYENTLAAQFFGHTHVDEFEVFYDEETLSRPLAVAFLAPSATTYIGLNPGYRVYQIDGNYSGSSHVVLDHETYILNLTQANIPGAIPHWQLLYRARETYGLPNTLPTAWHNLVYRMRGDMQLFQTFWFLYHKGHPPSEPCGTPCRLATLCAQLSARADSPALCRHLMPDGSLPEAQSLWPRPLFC
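Fluorogenic HMU-PC substrate (9 uM final) is turned over by placental ASM in 60 min at 37 C after a 10 min compound preincubation. Reaction ended by alkaline stop (pH 10), with fluorescence read at 386/447 nm.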
B2AR arrestin – recruits beta-arrestin to the human beta2-adrenergic receptor; P07550; Potency, µM (doses to about 46.1 µM), for inactives: top-dose activation, hits mostly activators; AID 492947; beta-arrestin recruitment to beta2AR, cell-based reporter; 0.02% of 330,000 active;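 further: potency means the concentration at half of the fitted maximal effect; 0% = DMSO controls and full agonism = EC100 isoproterenol or metaproterenol; nearly all actives have a fitted effect of over 65% in size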
Target sequence (P07550 whole entry, looked up): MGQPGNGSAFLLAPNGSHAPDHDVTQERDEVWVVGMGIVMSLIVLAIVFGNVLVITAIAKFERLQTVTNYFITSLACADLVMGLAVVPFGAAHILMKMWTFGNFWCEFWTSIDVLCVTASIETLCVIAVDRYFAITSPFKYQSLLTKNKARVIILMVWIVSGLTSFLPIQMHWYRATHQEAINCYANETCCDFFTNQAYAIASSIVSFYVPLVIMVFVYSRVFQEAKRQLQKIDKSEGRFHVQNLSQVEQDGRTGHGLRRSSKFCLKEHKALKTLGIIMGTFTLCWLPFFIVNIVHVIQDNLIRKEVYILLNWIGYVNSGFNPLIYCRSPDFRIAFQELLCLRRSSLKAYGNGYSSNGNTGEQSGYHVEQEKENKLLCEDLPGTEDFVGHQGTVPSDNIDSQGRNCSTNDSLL
Starred values were filed as active, the others as inactive; i = inactive; ? = inconclusive; nt = no result given; [ ] = dose if it differs, or a comment. Unless noted, the call rests on the fitted dose curve; in most records, active means well fitted curve in the direction sought with a large enough effect; inconclusive means small, poorly fitted or top-dose-only effect, or another doubt; inactive means no such curve, though single readings can be large; an effect the other way counts as inactive or inconclusive.

SMILES	Integrin act MD	TRPV1 agonist	uPA generation	p53 reactivation	Eya2 inh	TSG101-PTAP inh	ELG1 genotox	USP2a block	BRCA1 expr up	S-ASM inh	B2AR arrestin
COc1ccc(C(C(=O)NC2CCCC2)N(Cc2cccnc2)C(=O)c2snc(C(N)=O)c2N)cc1OC (stereo not drawn)	9.7%	0.3	0.2%	-0.5%	11.4%	1.2%	-0.2%	1.7%	9.3%	65.1%[activator]	-0.1%
O=C(NC(=S)N1CCOCC1)c1cn(-c2ccccc2)nc1-c1ccccc1	10.3%	12.5	?	31.0%	-7.3%	-7.9%	-7.6%	3.2%	0.4%	1.9%	-0.6%
CCOC(=O)c1ccc(NC(=O)CN2C(=O)CSC2=O)cc1	-10.7%	2.9	nt	4.6%	7.2%	0.4%	1.9%	0.6%	7.2%	-2.4%	0.4%
O=S(=O)(c1ccccc1)N(Cc1nc(-c2ccccc2)no1)C1CCCCC1	-30.1%	9.0	-4.7%	0.5%	14.3%	0.5%	-8.2%	-0.1%	-41.9%	-2.1%	0.0%
COC(c1ccccc1)c1nnc(CCC(=O)N(C)CCCC2CCCC2)o1 (stereo not drawn)	-20.5%	10.0	0.6%	6.2%	-18.2%	0.3%	3.9%	-6.5%	74.8%	-0.1%	0.9%
CC1=CC(=C(C#N)c2nc3ccccc3s2)C=C(C)N1Cc1ccco1	-8.1%	?	-1.8%	10.0%	-1.8%	?	0.8%	-0.7%	-18.9%	-3.4%	-3.4%
O=C(NCCOc1ccc(F)cc1)C1CCC(=O)N(CCN2CCOCC2)C1 (stereo not drawn)	0.0%	0.8	6.8%	14.8%	1.8%	nt	4.0%	-1.5%	-11.7%	2.7%	-0.2%
Cc1ccccc1-n1c(SCC(=O)NCC2CCCO2)nnc1-c1ccncc1 (stereo not drawn)	12.4%	nt	-6.7%	11.8%	0.3%	0.2%	0.6%	-1.1%	-13.7%	-1.9%	-1.8%
COc1ccc(C(=O)NNC(=O)CN2CCN(c3nc(-c4ccccc4)cs3)CC2)cc1	?	-4.2	8.9%	?	0.5%	2.5%	7.9%	2.1%	4.0%	1.0%	-0.4%
CSc1cccc(NC(=O)CN(c2ccc(C)cc2C)S(C)(=O)=O)c1	2.5%	4.6	0.0%	-9.0%	1.5%	-2.4%	0.8%	0.2%	-21.7%	-5.6%	0.1%
Cc1ccc(Cl)cc1NC(=O)C(NS(=O)(=O)c1cccs1)c1ccccc1 (stereo not drawn)	17.8%	4.4	-1.1%	1.8%	9.4%	-1.3%	0.0%	2.3%	-23.0%	-3.1%	-0.4%
O=C(Sc1nnnn1C1CCCCC1)c1cccs1	nt	4.5	nt	12.3%	-33.2%	nt	-6.2%	3.9%	nt	nt	-0.8%
O=S(=O)(ON(c1ccccc1)S(=O)(=O)c1ccccc1)c1ccccc1	18.7%	-1.2	6.2%	-3.8%	4.2%	-1.9%	-2.7%	2.1%	-35.6%	1.3%	-0.5%
Cc1nn(Cc2cccc(C(=O)NC34CC5CC(CC(C5)C3)C4)c2)c(C)c1Br	15.9%	3.3	-3.9%	23.0%	-8.2%	-4.7%	-9.8%	-10.4%	0.0%	-3.1%	-0.2%
Cc1ccc(S(=O)(=O)N2CCN(c3nc(C)nc4sc5c(c34)CCC(C)C5)CC2)cc1 (stereo not drawn)	nt	1.8	nt	-2.6%	-21.0%	nt	-0.1%	0.9%	nt	nt	-0.6%
CCC(C(=O)OC)n1cnc2c(nnn2-c2ccc(F)cc2)c1=O (stereo not drawn)	8.2%	1.3	-14.8%	7.4%	?	-8.4%	4.5%	2.2%	11.4%	0.0%	0.2%
CCOC(=O)c1c(NC(=O)COC(=O)c2nc(Cl)ccc2Cl)sc2c1CCC2	-14.0%	0.3	6.1%	-11.1%	-0.5%	-0.8%	?	0.1%	-3.8%	2.5%	-0.3%
C#Cc1ccc([C@H]2C=C(C(=O)N3CCOCC3)O[C@@H](OCC)[C@@H]2CCCO)cc1	23.3%	0.8	-5.4%	-2.0%	16.3%	nt	0.9%	3.7%	0.0%	4.4%	-0.2%
O=C(OCC12CC3CC(CC(C3)C1)C2)c1ccc(NCc2cc(O)ccc2O)cc1	-54.4%[inhibitor]	nt	-5.9%	nt	nt	0.3%	nt	nt	-87.1%	-19.3%	nt
CC[C@H](C)[C@H](NC(=O)c1ccccc1)C(=O)Nc1ccc(S(=O)(=O)Nc2cc(C)nc(C)n2)cc1	-2.6%	-1.5	-4.8%	-0.4%	5.7%	-4.8%	0.0%	3.0%	4.0%	-1.0%	0.0%
CCN(CC)c1ccc(C(=O)NC(=S)N2CCN(Cc3ccc4c(c3)OCO4)CC2)cc1	0.0%	-3.4	4.7%	5.9%	-3.8%	-8.0%	-3.4%	1.1%	0.1%	0.0%	-0.9%
COc1ccc(NC(=O)CSc2nnc(Cc3cccs3)n2-c2ccc(C)cc2)cc1	-26.9%	-0.9	nt	0.2%	-4.7%	-5.3%	-16.6%	2.2%	-22.4%	-8.6%	0.0%
O=[N+]([O-])c1cccc(-c2nnc(-c3ccc4c(c3)OCO4)o2)c1	-10.2%	?	1.8%	?	-1.3%	0.6%	?	-0.2%	2.51µM*	-3.8%	-2.6%
O=C(CN1CCc2cc3c(cc2C1)OCCCO3)Nc1ccc(F)cc1	-19.8%	9.6	2.5%	-5.4%	1.0%	-0.7%	-8.3%	1.1%	-25.9%	4.0%	0.0%
COc1ccc([C@H]2C=C3CN(C(=O)OC(C)(C)C)S(=O)(=O)[C@H]3C[C@H]2OC(=O)c2cccs2)cc1	11.0%	-4.1	-8.7%	0.1%	-1.8%	0.2%	-4.0%	-6.5%	-25.4%	-0.4%	-0.9%
More entries
SMILES	Integrin act MD	TRPV1 agonist	uPA generation	p53 reactivation	Eya2 inh	TSG101-PTAP inh	ELG1 genotox	USP2a block	BRCA1 expr up	S-ASM inh	B2AR arrestin
CCCSc1nc(=O)n2cccc(C)c2n1	-16.7%	nt	nt	0.0%	6.6%	-9.9%	0.4%	-3.5%	-10.0%	0.8%	-0.3%
CC(=O)c1ccc(N2CCN(C(=O)c3cc(-c4ccc5c(c4)OCO5)nc4ccccc34)CC2)cc1	2.7%	-5.4	6.4%	17.7%	-8.6%	0.4%	-10.7%	-3.4%	13.0%	4.8%	0.0%
CN(C)c1ccc(C(=O)NNC(=O)C23CC4CC(CC(C4)C2)C3)cc1	-9.4%	nt	-2.0%	29.6%	-6.8%	-2.7%	11.2%	-3.0%	?	-0.4%	0.3%
CC/C=C/C(=O)N1CC2(CC(c3cccc(NC(=O)CC)c3)=NO2)C[C@H]1C(N)=O (stereo partly drawn)	27.2%	-2.6	11.3%	2.2%	-13.4%	-1.7%	3.2%	-8.9%	16.4%	-7.0%	-0.2%
COC(=O)c1ccccc1NC(=O)CN(c1ccc(OC)cc1)S(C)(=O)=O	9.3%	2.2	-5.8%	?	1.9%	-7.4%	-3.1%	-0.7%	-78.2%	3.3%	-0.2%
CCN1C/C(=C/c2sccc2C)c2nc3ccccc3c(C(=O)O)c2C1	?	3.3	13.8%	0.5%	7.6%	-5.3%	0.1%	-1.7%	3.7%	43.7%[activator]	-0.4%
COc1cc(/C=C2\CC(C(C)(C)C)C/C(=C\c3cc(OC)c(OC)c(OC)c3)C2=O)cc(OC)c1OC (stereo not drawn)	-70.9%[inhibitor]	0.3	?	-12.9%	0.4%	-4.9%	-12.3%	-10.6%	-100.9%[inhibitor]	?	?
O=C1c2ccccc2C(=O)N1CCn1c(=O)oc2ccccc21	14.6%	6.2	-0.8%	22.5%	-0.6%	-9.7%	3.1%	0.5%	33.6%	2.3%	-0.1%
CC1(C)CC(=O)C=C(NNC(=O)c2ccccc2O)C1	30.7%	5.7	?	2.1%	7.1%	nt	17.4%	13.6%	19.8%	3.6%	-0.7%
CCCCc1cc(=O)oc2c(CN(C)C)c(O)c(Cl)cc12	28.3%	-2.7	nt	8.4%	3.4%	-12.5%	0.6%	1.0%	0.7%	i	-0.2%
O=C(CCN1CCCCCC1)Nc1cccc(F)c1	9.6%	-1.9	-2.2%	2.6%	8.2%	-1.0%	2.1%	1.0%	-20.9%	6.9%	0.0%
CCOc1ncccc1C(=O)NCc1ccc(C)cc1	5.2%	-1.0	-3.5%	-3.3%	-2.8%	-2.1%	2.1%	6.4%	-5.3%	2.0%	-0.4%
N=c1oc2cc(O)ccc2cc1C(=O)Nc1ccc(Br)cc1	28.5%	4.0	-5.9%	nt	5.5%	1.5%	17.0%	0.8%	-30.4%	i	-0.2%
